# High-throughput results: PubChem BioAssay, several laboratories
# MITF act = activators of MITF-driven TRPM1 promoter reporter, primary screen, cell-based, SK-MEL-5, luciferase, single point. SK-MEL-5 TRPM1-promoter luciferase, 24 h; % of positive control, neutral wells = 0. activation, % at 12.5 µM. 0.75% of 300,000 active;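 active means mean activation of at least 80% with every replicate also reaching 80%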;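 further: 0% = neutral control wells and 100% = parthenolide positive control wells; values of inactives mirror those of a sister screen read the other way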
# NSD2 HMT inh = NSD2 histone methyltransferase inhibitors, primary screen, biochemical, AlphaScreen, single concentration, set 2; NSD2 peptide methylation, 120 min; inhibition, % at 12.5 µM; 0.54% of 310,000 active; AID 743445, 2014; in the data active means inhibition above about 50%
# dFosB act = activators of delta FosB homodimer, primary screen, biochemical, fluorescence polarization, TAMRA-CDK5 oligo, single point | purified delta FosB; percent of positive-control signal above neutral wells | 0.99% of 340,000 active | activation, % at 25 µM;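 active means mean activation above about 17%, with every replicate also reaching it, limit read from the data, passing the limit was not always enough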;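 further: fluorescence polarization rise as delta FosB binds a TAMRA Cdk5 AP-1 oligo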
# Target sequence (P13346 whole entry, looked up): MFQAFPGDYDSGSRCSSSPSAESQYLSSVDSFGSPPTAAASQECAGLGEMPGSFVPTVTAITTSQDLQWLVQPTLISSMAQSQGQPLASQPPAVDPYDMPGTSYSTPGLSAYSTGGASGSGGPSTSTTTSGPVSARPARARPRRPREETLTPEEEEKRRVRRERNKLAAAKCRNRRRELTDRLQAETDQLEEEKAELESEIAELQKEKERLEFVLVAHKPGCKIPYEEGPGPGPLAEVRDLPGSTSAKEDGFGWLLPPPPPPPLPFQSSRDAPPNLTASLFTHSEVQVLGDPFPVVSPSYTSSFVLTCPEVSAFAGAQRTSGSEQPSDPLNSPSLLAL
# PKA-R2B activ = activators of PKA-R2B holoenzyme, primary screen, biochemical, fluorescence polarization, Cy5-IP20, human; 0.079% of 340,000 active; cAMP-dependent protein kinase catalytic subunit beta (Homo sapiens) + cAMP-dependent …; activation, % at 11.4 µM; PKA-R2B holoenzyme dissociation; R2B truncated from residue 108, S112A mutant; 0% DMSO only, 100% 113 µM cGMP;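 active means activation above a cutoff set at the mean over all compounds plus 3 SD, cut at about 18% in these data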;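 further: higher means more holoenzyme dissociation and a rise in polarization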
# Pemphigus Ab inh = inhibitors of pemphigus antibody binding to DSG3, primary screen, biochemical, bead-based, flow cytometry, scFv-GFP | Desmoglein-3 (Homo sapiens), P32926 | DSG3-coupled beads, scFv-anti-DSG3-GFP binding; stronger effect = lower value | binding (percent of control), % at 10 µM | 0.48% of 310,000 active;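 active means binding more than 3 SD below its plate's average and above zero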;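 further: hits lower antibody fragment binding to DSG3; some compounds called inactive have numbers as strong as hits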
# SUMO Mot1 rescue = yeast Mot1-301 growth rescue at high temperature, primary screen, SUMOylation pathway inhibitor project, S. cerevisiae, ATP luminescence, 38.5C; S. cerevisiae Mot1-301 growth rescue; percent above DMSO median, 100 means doubled; growth rescue, % at 18.8 µM; 1% of 320,000 active;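 active means every valid replicate shows activation above 250% relative to neutral control wells; inactive means the rest, any valid replicate at or below 250%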;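 further: OY570 slx delta 5 strain wells were the positive control but not used for scaling; some compounds called inactive have numbers as strong as hits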
# Arr AP2 block = inhibitors of beta-arrestin/AP2 binding, primary screen, biochemical, GPCR trafficking, flow cytometry; beta-arrestin 1 C-terminal peptide binding to AP2 beta2-adaptin appendage (human); 0.31% of 340,000 active; FITC-arrestin peptide / GST-AP2 beads; AP2 beta2 appendage carries R879A mutation; inhibition, % at 10 µM;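 active means inhibition above a set limit, near 3 SD of compounds lacking own fluorescence, cut at about 54% in these data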;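 further: plate controls were DMSO wells for no effect and 5 µM unlabelled arrestin peptide for full effect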
#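 System: GST-AP2 R879A bound to glutathione beads, E. coli-expressed. Also added: 50 nM FITC-arrestin peptide. Schedule: compound with beads 12 min RT, then probe 1 h RT. Signal: bead flow cytometry, FITC channel. Read-out basis: percent response.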
# PKA-R1A act = activators of PKA-R1A holoenzyme, primary screen, biochemical, fluorescence polarization, Cy5-IP20, bovine R1A, mouse PKAc. PKA-R1A dissociation; scaled: DMSO 0%, 113 µM cGMP 100%. activation, % at 11.4 µM. 0.083% of 340,000 active. cAMP-dependent protein kinase type I-alpha regulatory subunit (Bos taurus) + …. AID 504707, 2011;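 active means percent activation above the mean of all tested compounds plus 3 SD, cut at about 19% in these data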;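 further: higher means more PKAc released from R1A so a rise in polarization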
# SR-BI HDL uptake = inhibitors of SR-BI mediated HDL lipid uptake, primary screen, ldlA[mSR-BI] cells, fluorescence, single point. inhibition, % at 12.5 µM. AID 488896, 2010. Scavenger receptor class B member 1 (Mus musculus), Q61009. 0.96% of 320,000 active. ldlA[mSR-BI] CHO cells, DiI-HDL uptake fluorescence, 3 h;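 active means mean replicate inhibition of at least 70% and a set share of replicates each scoring 70 or more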;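 further: 0% = median of neutral control wells and 100% = median of positive control wells; values of inactives mirror those of a sister screen read the other way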
# CDK5 p35 inh = inhibitors of human CDK5/p35 kinase, primary screen, biochemical, single concentration; Recombinant CDK5/p35, ADP-Glo luminescence, 60 min; inhibition, % at 10 µM; 0.01% of 330,000 active; AID 488839, 2010;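 active means highest replicate inhibition of at least 50% and at least 75% of replicates reaching 50%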;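 further: plate controls were DMSO neutral control for no effect and GW8510 at 10 µM for full effect; many of its hits are not listed in these tables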
# Target sequence (Q00535 whole entry, looked up): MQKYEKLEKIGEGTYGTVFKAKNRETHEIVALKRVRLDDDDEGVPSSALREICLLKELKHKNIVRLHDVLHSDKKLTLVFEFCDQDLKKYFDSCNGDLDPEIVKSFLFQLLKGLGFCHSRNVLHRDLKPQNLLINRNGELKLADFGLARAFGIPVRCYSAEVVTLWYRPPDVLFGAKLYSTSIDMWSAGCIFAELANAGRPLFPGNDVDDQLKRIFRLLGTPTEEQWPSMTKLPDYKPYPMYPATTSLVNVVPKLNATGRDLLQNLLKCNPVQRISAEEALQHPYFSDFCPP
# Target sequence (Q15078 whole entry, looked up): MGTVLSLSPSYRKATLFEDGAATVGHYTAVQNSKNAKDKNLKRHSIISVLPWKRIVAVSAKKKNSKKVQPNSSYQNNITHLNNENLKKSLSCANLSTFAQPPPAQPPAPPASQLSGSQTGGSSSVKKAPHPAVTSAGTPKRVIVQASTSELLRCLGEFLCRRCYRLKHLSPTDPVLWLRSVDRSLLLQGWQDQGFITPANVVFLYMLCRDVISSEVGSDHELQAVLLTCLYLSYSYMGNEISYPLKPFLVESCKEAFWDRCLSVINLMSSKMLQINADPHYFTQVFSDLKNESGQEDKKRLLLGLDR
# SR-BI uptake up = activators of SR-BI mediated DiI-HDL uptake, primary screen, ldlA[mSR-BI] CHO cells, DiI fluorescence. 3 h; 100 = double the neutral-control signal. activation, % at 12.5 µM. 0.096% of 320,000 active;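 active means mean replicate activation of at least 60% and every replicate at or above 60%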;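 further: 0% = median plate neutral-control signal and 100% = twice that signal; values of inactives mirror those of a sister screen read the other way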
#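 Assay system: CHO ldlA[mSR-BI] cells, LDL receptor-null, SR-BI overexpressing; medium: Ham's F12 with 0.5% BSA, HEPES 25 mM, pH 7.4; also added: DiI-HDL 10 µg/mL; timing: 3 h uptake period with compound, 37 °C; signal: DiI fluorescence, bottom read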
# Numbers without * were called inactive; i = inactive; . = no result given.
SMILES,MITF act,NSD2 HMT inh,dFosB act,PKA-R2B activ,Pemphigus Ab inh,SUMO Mot1 rescue,Arr AP2 block,PKA-R1A act,SR-BI HDL uptake,CDK5 p35 inh,SR-BI uptake up
CCn1c(CN2CCOCC2)nnc1SCC(=O)Nc1cccc(C)c1,2,2,-3,3,110,-9,26,3,-8,-0.6,8
COc1ccccc1NC(=O)CN1CCN(CC(=O)Nc2cc(NC(C)=O)ccc2OC)CC1,2,-3,2,-14,121,-3,-2,0,26,0.2,-26
CCc1cccc(OCC(=O)Nc2ccc(S(=O)(=O)Nc3onc(C)c3C)cc2)c1,4,.,-4,-7,109,6,2,-2,13,0.9,-13
CCn1c(SCC(=O)Nc2ccccc2)nc2c1c(=O)n(C)c(=O)n2C,-5,0,1,1,102,5,6,-5,2,0.7,-2
CCN(CC)CC(O)COc1ccccc1C(=O)CCc1ccccc1 (configuration not stated),15,9,-3,-3,129,36,-16,-2,-14,2.4,14
COc1ccc(C(=O)COC(=O)c2ccc(-n3cnnn3)cc2)c(OC)c1,-15,0,11,-6,125,-9,0,-4,38,-0.3,-38
O=S(=O)(NCCCN1CCOCC1)c1ccc(F)c(Cl)c1,-3,-1,-3,-8,.,45,-3,-7,-5,-1.0,5
Cc1nc2sccn2c(=O)c1S(=O)(=O)N1CCN(c2cccc(C(F)(F)F)c2)CC1,-1,-1,-4,1,.,2,31,-16,2,1.1,-2
CCCNC(=O)C1CCN(S(=O)(=O)c2ccc(-c3nn[nH]n3)cc2)CC1,-7,-1,-2,3,100,6,-6,-13,-38,-0.3,38
CCOc1ccccc1C(=O)NCC(=O)N(C)Cc1cccnc1,15,1,-6,-6,91,-5,0,-3,-18,0.8,18
C/C(Cn1cnc([N+](=O)[O-])n1)=N\NC(=O)c1cccnc1,7,-3,-4,2,98,-25,1,-3,-9,.,9
CCC(=O)Nc1c(-c2ccc3ccccc3c2)nc2ccccn12,15,-1,-3,-2,100,-8,2,1,3,1.6,-3
Cc1[nH]n(-c2ccccc2)c(=O)c1/C=N/N(c1ccccc1)c1ccccc1,-5,28,-6,-3,107,9,1,2,-9,0.1,9
O=C(NC(Cc1ccccc1)C(=O)O)/C(=C\c1ccc(Br)cc1)NC(=O)c1ccc(Br)o1 (configuration not stated),2,3,3,1,106,7,-2,5,3,0.3,-3
CC1CCC(C#N)(N(C)C(=O)CSc2nnc(C3CC3)n2C2CC2)CC1 (configuration not stated),7,39,1,2,106,-9,-5,5,-32,0.4,32
Cc1ccc(-c2nnn(CC(=O)N(CC(=O)NC3CCCC3)c3ccccc3F)n2)o1,-10,1,-3,-6,.,.,15,-1,.,0.1,.
NNC(=O)CSc1nc(-c2ccccc2)cn1-c1ccccc1,-8,1,-1,-3,105,17,2,-2,-22,-1.1,22
CCN(CC)C(=O)CSc1nnc(-c2ccco2)n1Cc1ccco1,-3,-1,3,-1,97,1,-6,7,-27,3.0,27
Cc1cccn2c(NCc3ccc4c(c3)OCO4)c(-c3ccc(O)cc3)nc12,-3,3,-4,-10,102,10,-1,-2,15,-0.1,-15
CCOc1ccc(CNC(=O)C2CCN(S(=O)(=O)CC)CC2)cc1OC,-6,1,-3,-1,105,17,0,9,-10,1.1,10

# Part of the list above in another layout.
Compound	MITF act	NSD2 HMT inh	dFosB act	PKA-R2B activ	Pemphigus Ab inh	SUMO Mot1 rescue	Arr AP2 block	PKA-R1A act	SR-BI HDL uptake	CDK5 p35 inh	SR-BI uptake up
COc1ccccc1NC(=O)CN1CCN(CC(=O)Nc2cc(NC(C)=O)ccc2OC)CC1	2	-3	2	-14	121	-3	-2	0	26	0.2	-26
O=S(=O)(NCCCN1CCOCC1)c1ccc(F)c(Cl)c1	-3	-1	-3	-8	.	45	-3	-7	-5	-1.0	5
Cc1cccn2c(NCc3ccc4c(c3)OCO4)c(-c3ccc(O)cc3)nc12	-3	3	-4	-10	102	10	-1	-2	15	-0.1	-15
C/C(Cn1cnc([N+](=O)[O-])n1)=N\NC(=O)c1cccnc1	7	-3	-4	2	98	-25	1	-3	-9	.	9

# Later entries.
SMILES,MITF act,NSD2 HMT inh,dFosB act,PKA-R2B activ,Pemphigus Ab inh,SUMO Mot1 rescue,Arr AP2 block,PKA-R1A act,SR-BI HDL uptake,CDK5 p35 inh,SR-BI uptake up
CN(C(=O)c1cccc(NC(=O)Cc2cccc(NC(=O)C3CCCN(C(=O)C4CCCC4)C3)c2)c1)C1CC1 (configuration not stated),-7,.,-7,-2,108,.,-1,-4,49,-0.8,-49
COc1cc(CN2CCC(Cc3ccccc3)CC2)cc([N+](=O)[O-])c1O,6,2,-2,0,105,17,-5,-3,-9,-2.5,9
CCOc1ccccc1Nc1cc(C)nc2nnnn12,3,-5,-4,-7,99,-2,20,-2,-14,-1.6,14
Cc1ccc(-c2n[nH]c(=S)n2/N=C/c2ccc(C)o2)cc1,-4,6,-7,-2,101,18,-43,-6,-11,4.3,11
CCCCCn1c(=O)c(C(=O)c2ccccc2)nc2ccccc21,-5,2,-13,7,119,1,-1,1,13,0.5,-13
Brc1ccc(-c2nnc3n2-c2ccccc2CC3)cc1,-10,9,5,-11,108,75,-1,-6,-27,1.5,27
CCCN(CCC)CCNC(=O)C1CC(=O)N(c2ccc(OC)cc2)C1c1ccc(OC)cc1 (configuration not stated),11,15,-2,9,.,2,-1,4,-41,-0.2,41
COc1ccccc1N(C(=O)CNC(=O)c1ccco1)C(C(=O)NC1CCCCC1)c1ccncc1 (configuration not stated),5,1,-6,9,99,4,4,8,-5,-4.3,5
O=C1CCN=C(Nc2ccc(F)cc2)N1Cc1ccccc1,.,-2,4,-6,99,7,7,2,-1,0.0,1
CC(C)c1ccc(C(=O)NCCCN2CCN(CCCNC(=O)c3ccc(C(C)C)cc3)CC2)cc1,-55,3,-7,-2,106,3,15,-2,-3,-1.7,3
CCOC(=O)CC(NS(=O)(=O)c1ccc(OC)c(OC)c1)c1cccc([N+](=O)[O-])c1 (configuration not stated),-3,0,2,1,102,-19,-1,-6,-9,0.3,9
O=S(=O)(/N=C(/Nc1cccc2ccccc12)c1ccccc1)c1ccc(Br)cc1,-12,8,2,-9,.,4,3,-7,0,-0.1,0
NC(=O)c1ccsc1NC(=O)COC(=O)[C@@H]1CCCN1C(=O)c1cccs1,3,0,-3,-7,.,.,19,-1,5,-1.7,-5
CC(C(=O)NC1CC1)c1ncc(C(F)(F)F)cc1Cl (configuration not stated),0,2,2,-5,98,43,6,4,0,1.0,0
O=[N+]([O-])c1ccc(CNCc2cc(Cl)ccc2O)cc1,8,.,2,-2,97,0,21,-1,12,-0.2,-12
Cc1cccc(OCC(=O)Nc2ccc(N3CCCC3)cc2)c1C,-8,-2,47*,-3,100,3,6,-3,71*,-3.2,-71
CC(c1ccon1)N(C)C(=O)CCc1nnc(C2(c3ccc(Cl)cc3)CCC2)o1 (configuration not stated),24,-1,3,-3,94,2,4,-7,-7,-0.1,7
CCn1c(-c2ccsc2)nc2c1c(=O)[nH]c(=O)n2Cc1ccccc1,.,-3,2,-6,104,0,3,8,8,0.2,-8
O=c1cc(O)c(-c2ccc(Cl)c(Cl)c2)c(Cl)[nH]1,-2,1,-6,-18,89,i,-3,-14,-39,-0.1,39
CC(=O)Nc1ccc(N2C(=O)CSC2c2ccc(F)cc2)cc1 (configuration not stated),3,-3,1,-5,.,9,0,-9,-9,-3.6,9

# 3 of the compounds above, tab-delimited.
Structure	MITF act	NSD2 HMT inh	dFosB act	PKA-R2B activ	Pemphigus Ab inh	SUMO Mot1 rescue	Arr AP2 block	PKA-R1A act	SR-BI HDL uptake	CDK5 p35 inh	SR-BI uptake up
Cc1ccc(-c2n[nH]c(=S)n2/N=C/c2ccc(C)o2)cc1	-4	6	-7	-2	101	18	-43	-6	-11	4.3	11
CCCCCn1c(=O)c(C(=O)c2ccccc2)nc2ccccc21	-5	2	-13	7	119	1	-1	1	13	0.5	-13
Brc1ccc(-c2nnc3n2-c2ccccc2CC3)cc1	-10	9	5	-11	108	75	-1	-6	-27	1.5	27

# Going on with the list:
SMILES,MITF act,NSD2 HMT inh,dFosB act,PKA-R2B activ,Pemphigus Ab inh,SUMO Mot1 rescue,Arr AP2 block,PKA-R1A act,SR-BI HDL uptake,CDK5 p35 inh,SR-BI uptake up
N#Cc1ccccc1NC(=O)c1cccc(COc2ccc(Cl)cc2Cl)c1,2,-2,2,2,101,-8,0,-8,-1,0.8,1
COc1ccc(-c2nn3c(-c4ccccc4)nnc3s2)cc1OC,19,0,-66,0,100,15,22,1,18,-0.5,-18
COc1cc(C#N)ccc1OCC(=O)NCCC1=CCCCC1,2,0,-2,-8,112,0,11,-3,16,1.1,-16
COc1cccc(NC(=O)CN(C)C(C)C(=O)Nc2ccc(S(=O)(=O)N3CCCC3)cc2)c1 (configuration not stated),-11,-3,-9,-11,112,-13,-2,-5,29,-0.2,-29
